Screening results as filed in PubChem.
CHO-K1 Ca antag: counter-screen for M1 antagonists: effect in parental CHO-K1 cells; ATP-induced calcium, Fluo-8 fluorescence; inhibition, % at 3 µM; 360,000 tested, 0.6% active;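 active means inhibition above a per-plate cutoff, the plate's mean sample inhibition plus 3 SD, cut at about 24% in these data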;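 further: 0% = DMSO plus EC80 ATP and 100% = DMSO alone without ATP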
CHRM1 antagonist: blocks human M1 muscarinic receptor; P11229; CHO-K1 hM1, Fluo-8 calcium fluorescence, ACh EC80 antagonist; inhibition, % at 3 µM; 360,000 tested, 1.3% active; AID 588852;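 active means percent inhibition above its own plate's cutoff, namely the mean of that plate's compound wells plus 3 SD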;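 further: peak over basal fluorescence ratio during 140 s after agonist addition; 0% = ACh EC80 plus DMSO and 100% = DMSO alone without agonist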
Target sequence (P11229 whole entry, looked up): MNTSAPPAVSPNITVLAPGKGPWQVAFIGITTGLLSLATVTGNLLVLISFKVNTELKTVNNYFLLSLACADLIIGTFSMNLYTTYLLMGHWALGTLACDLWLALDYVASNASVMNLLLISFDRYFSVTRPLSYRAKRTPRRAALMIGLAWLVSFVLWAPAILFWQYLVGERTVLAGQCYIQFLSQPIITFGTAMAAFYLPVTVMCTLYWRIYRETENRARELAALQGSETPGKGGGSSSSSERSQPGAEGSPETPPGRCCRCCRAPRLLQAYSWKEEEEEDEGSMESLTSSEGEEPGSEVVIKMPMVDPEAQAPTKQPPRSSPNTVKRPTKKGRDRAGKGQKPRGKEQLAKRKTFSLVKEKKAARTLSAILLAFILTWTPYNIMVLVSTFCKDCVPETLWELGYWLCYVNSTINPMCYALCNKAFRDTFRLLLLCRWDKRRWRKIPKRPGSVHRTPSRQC
TAAR1 antag: human TAAR1 antagonism; inhibition, % at 3 µM; 360,000 tested, 1.5% active; Q96RJ0; AID 624466; CHO RD-HGA16 TAAR1, Fluo-8 calcium fluorescence, antagonist;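 active means inhibition above a per-plate cutoff, the mean inhibition of test compounds on that plate plus 3 SD, cut at about 49% in these data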;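 further: 0% = DMSO plus EC80 beta-PEA response and 100% = DMSO alone without agonist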
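Test system: CHO RD-HGA16 cells bearing hTAAR1 | Reagent: β-PEA, EC80 | Compound dosing: 3 µM, single point | Schedule: Dye loading 75 min at 37 °C, then 30 min room temperature | Signal: Calcium fluorescence with Fluo-8 | Evaluation: Percent inhibition of PEA-evoked calcium signal, max/basal emission ratio | Control set: DMSO-only wells and EC80 β-PEA-stimulated wells | Repeats: Singlicate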
TAAR1 ag: agonists of human TAAR1; Q96RJ0; 360,000 tested, 0.99% active; activation, % at 3 µM; CHO RD-HGA16 TAAR1, Fluo-8 calcium fluorescence; vehicle wells 0%, saturating PEA agonist 100%;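 active means activation above the mean activation of all test compounds in the run plus 3 SD, cut at about 38% in these data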
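Benchmarks: low control DMSO, high control PEA (EC100); System: CHO RD-HGA16 cells carrying human TAAR1 plus Gα16; Detection: Fluo-8 fluorescence, 5 s baseline then 140 s kinetic read; Schedule: 17-24 h plating, Fluo-8 75 min 37 °C, 30 min RT; Read-out basis: % activation from peak over basal fluorescence ratio, DMSO-to-PEA scaled.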
M1 PAM parental: counter-screen for M1 PAMs: effect in parental CHO-K1 cells; ATP EC20, Fluo-8 calcium fluorescence; 0% at ATP EC20, 100% at ATP max; activation, % at 3 µM; 360,000 tested, 0.02% active; AID 602247;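 active means activation above the run cutoff, the mean activation of all test compounds plus 3 SD, cut at about 40% in these data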;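 further: peak over basal fluorescence ratio in a 140 s read after ATP addition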
OXTR potentiator: potentiates the human oxytocin receptor response. P30559. CHO-OTR cells, Fluo-8 calcium fluorescence, potentiator mode; 0% = oxytocin EC15, 100% = EC100. activation, % at 3 µM. 320,000 tested, 0.061% active;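 active means activation above that plate's cutoff, the mean activation of tested compounds plus 3 SD, cut at about 6.6% in these data, passing the limit was not always enough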;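 further: 100% uses oxytocin at 75 nM as the full agonist control; some results filed as inactive read as strong as hits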
Target sequence (P30559 whole entry, looked up): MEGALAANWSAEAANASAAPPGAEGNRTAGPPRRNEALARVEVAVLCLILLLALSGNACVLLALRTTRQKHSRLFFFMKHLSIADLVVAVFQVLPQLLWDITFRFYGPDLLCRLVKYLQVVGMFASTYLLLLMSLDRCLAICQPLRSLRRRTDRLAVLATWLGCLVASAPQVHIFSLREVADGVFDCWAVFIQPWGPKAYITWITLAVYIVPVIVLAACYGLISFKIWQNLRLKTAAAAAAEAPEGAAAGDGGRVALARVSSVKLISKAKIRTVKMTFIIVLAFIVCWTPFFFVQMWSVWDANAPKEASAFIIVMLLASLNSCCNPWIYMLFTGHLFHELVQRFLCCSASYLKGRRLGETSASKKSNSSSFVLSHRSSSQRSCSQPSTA
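Assay system: CHO cell line stably expressing human OTR | Also added: Oxytocin at about EC15, sub-maximal agonist stimulus | Times: Compound 6 min at room temperature before oxytocin, 100 s read | Measured by: Fluo-8 intracellular calcium fluorescence, ex 470-495, em 515-575 nm | Controls: EC15 oxytocin alone as 0%, 75 nM oxytocin as 100%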
M1 ag: human M1 muscarinic receptor agonism. P11229. CHO-K1 hM1, Fluo-8 calcium fluorescence, agonist mode; 0% DMSO, 100% acetylcholine EC100. activation, % at 3 µM. 360,000 tested, 0.33% active. AID 588814;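 active means activation above the run's mean compound activation plus 3 SD, cut at about 16% in these data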;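 further: peak over basal fluorescence ratio within a 140 s kinetic read after compound addition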
M1 ag parental: counter-screen for M1 agonists: effect in parental CHO-K1 cells; Fluo-8 calcium fluorescence; scaled to maximal ATP response, vehicle zero; 360,000 tested, 0.48% active; activation, % at 3 µM; in the data active means activation above about 15%;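 further: untransfected CHO-K1 host cells lacking M1 receptor as counterscreen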
CHO parental Ca: counter-screen: ATP calcium response change in parental CHO cells; inhibition, % at 5.6 µM; parental CHO-K1, ATP-induced calcium, Fluo-8 fluorescence; 330,000 tested, 0.63% active;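 active means inhibition above that plate's mean sample inhibition plus 3 SD, cut at about 26% in these data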;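 further: 0% = ATP-challenged DMSO wells and 100% = DMSO wells without ATP; some compounds past the cut are filed as inactive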
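Assay system: parental CHO cells; Read-out basis: percent inhibition of ATP-evoked calcium rise, normalized to controls; Benchmarks: ATP and no-ATP DMSO wells; Compound dosing: single nominal dose of 5.6 µM per compound; Signal: Fluo-8 calcium dye fluorescence; Also added: ATP as calcium-mobilizing challenge; Repeats: singlicate.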
The depositor's hits bear a star; nt = no result given; & = joins results of further samples.

SMILES	CHO-K1 Ca antag	CHRM1 antagonist	TAAR1 antag	TAAR1 ag	M1 PAM parental	OXTR potentiator	M1 ag	M1 ag parental	CHO parental Ca
CCC(=O)c1ccc(OCC(=O)OCC(=O)c2cc(C)n(C3CC3)c2C)cc1	5.7	-11.8	15.2	1.3	1.8	-16.4	-2.6	4.7	-9.5
COc1ccc(NC(=O)Nc2ccc3nc([C@@H]4O[C@H](CO)[C@@H](O)[C@H](O)[C@H]4O)[nH]c3c2)cc1OC1CCCC1	-12.8	-12.7	-32.7	5.7	20.2	nt	-2.8	0.3	nt
CC(C)Cc1nc2n[nH]c(N)c2c2c1COC(C)(C)C2	-2.0	0.1	0.0	4.2	-2.2	-1.0	-3.4	0.2	-10.2
C(=N\n1cnnc1)/c1ccc2c(c1)OCO2	-8.2	-8.7	-10.5	2.4	11.7	1.9	-4.3	0.9	1.7
NC(=O)CC1(c2ccccc2)CCCCC1	-9.6	-6.7	-5.7	6.4	10.7	nt	-2.5	1.0	nt
COC(=O)c1ccc(NC(=O)c2ccc3c(c2)OCO3)cc1	-10.6	-15.4	-0.4	12.7	19.9	-6.9	0.2	0.8	-7.9
COc1cccc(C2=NN(C(=O)c3ccco3)C(O)(C(F)(F)F)C2)c1 (stereo not given)	-3.1	3.1	8.7	4.7	22.3	-8.5	-3.6	-0.3	-13.6
OCCN1CCN(c2ncnc3c2ncn3[C@H]2CN(Cc3ccc(Cl)cc3)C[C@@H](CO)O2)CC1	-3.0	-6.0	-10.8	1.9	0.9	nt	-2.6	0.5	nt
CC1(C2CC2)NC(=O)N(CC(=O)NCC(=O)Nc2ccc(F)c(F)c2F)C1=O (stereo not given)	-14.1	-10.0	-4.5	1.8	6.4	2.5	-4.3	1.8	-5.0
COCCN1CCN(C(=O)C2CCC(=O)N(Cc3ccc(Cl)cc3)C2)CC1 (stereo not given)	-7.9	-5.6	-10.2	0.3	8.3	-3.7	-5.3	0.8	-12.0
Cc1cc(NC(=O)CCC(=O)N(CC(=O)NCC2CCCO2)Cc2ccc(F)cc2)no1 (stereo not given)	0.8	-4.4	-1.1	4.5	1.4	-14.9	-4.6	-0.1	13.3
Cc1ccc(CCNC(=O)C2CCN(S(=O)(=O)N3CCC4(CC3)OCCO4)CC2)cc1	-14.1	-11.2	-3.6	6.8	8.1	-2.8	-2.8	0.7	-3.9
CC1CC2(CC(CN(C3CCCCC3)C3CCCCC3)OC2=O)C(=O)O1 (stereo not given)	-24.2	-6.5	nt	nt	16.4	nt	-12.4	0.8	nt
O=C(CNC(=O)c1ccccc1Cl)NC1CCN(Cc2ccccc2)CC1	-15.6	-9.2	-2.3	5.2	18.7	-10.7	-9.9	1.0	-0.8
COc1ccccc1NC(=O)N1CCCC1C(=O)Nc1ccc2c(c1)OCO2 (stereo not given)	-13.0	-8.6	-0.2	-1.0	19.3	-17.7	-0.1	-0.1	0.0
COC(=O)c1c(NC(NC(C)=O)C(Cl)(Cl)Cl)sc2c1CCCC2 (stereo not given)	-5.8	4.6	-16.8	2.1	8.2	-4.7	-7.0	1.2	-17.4
Cc1nc(C(=O)N2CCC(n3nccc3NC(=O)Nc3ccccc3Cl)CC2)cs1	8.8	3.0	-0.3	0.1	3.4	-5.5	-2.4	0.2	-1.4
Cn1c(C(=O)NN)cc2cc(Oc3ccccc3)ccc21	-14.7	-9.7	1.6	4.0	8.8	-13.5	-2.8	0.4	-0.4
CCOC(=O)c1ccccc1NC(=O)CN(c1cccc(OC)c1)S(C)(=O)=O	-5.0	4.7	-14.6	0.0	7.1	-7.0	-1.7	0.4	-23.9
COc1cc(OC)c(OC)cc1CCC(C)NC(=O)Cc1ccccc1 (stereo not given)	-5.4	-4.1	-15.2	0.5	-4.2	-7.7	-0.5	0.5	-9.5
O=C(O)Cn1nnnc1SCC(=O)Nc1ccc(OC(F)(F)F)cc1	-3.8	-14.7	-3.3	7.8	3.3	-9.9	-2.3	0.0	0.8
Cc1nc(-c2ccccc2)nc2[nH]c(=O)n(-c3ccccc3)c(=O)c12	-0.6	4.2	0.3	12.9	18.6	-1.3	1.2	2.0	-21.8
O=C(/C=C/c1ccc(F)cc1)N1CC[C@@]2(O)CCCC[C@H]2C1	-3.2	-12.3	-24.9	0.0	2.7	-15.0	-2.8	-0.1	-7.0
COc1ccc(C2c3ccc4ccccc4c3Oc3ncn(CCCN(C)C)c(=N)c32)cc1 (stereo not given)	-7.9	-12.2	6.5	0.3	5.9	-14.6	-7.7	2.9	-19.0
Cc1ccc(S(=O)(=O)N2CCN(C(=O)CSc3ncn[nH]3)CC2)cc1	-3.6	-4.2	-12.8	8.3	-5.7	3.0	-2.5	-0.2	-19.5
c1ccc(-c2noc(-c3cccc4ccccc34)n2)nc1	-7.5	-0.1	-7.6	25.1	10.2	6.1	-5.4	0.0	-36.5
Cc1ccc(-c2nc(NC(=O)c3nn(C)cc3[N+](=O)[O-])sc2C)cc1	-21.7	-8.7	0.0	0.1	5.5	-4.6	-10.2	-0.2	2.9
O=S(=O)(NC1CCCCC1)c1cccc(-c2nnc(-c3ccccc3)o2)c1	-8.6	5.9	24.8	10.7	7.1	-2.4	-4.2	2.5	-29.1
Cc1ccc2nc(C(C)O)[nH]c2c1 (stereo not given)	-9.3	-7.7	-17.8	2.1	9.7	-13.7	-1.7	0.5	45.0*
O=C(c1ccc(Cl)cc1)N1CCN=C1c1ccccc1	-4.5	5.5	-1.3	-1.0	-3.2	-3.5	-1.9	0.8	-10.7
Cc1cc(C(=O)N2CCN(c3ncccc3C#N)CC2)no1	-8.2	-11.6	-22.6	4.6	2.1	-4.0	-0.1	0.0	-11.8
Cc1cccc(OCC(=O)NCc2ccc(F)cc2)c1	24.2*	-3.5	-0.9	-2.1	-22.1	-4.2	-5.7	-0.3	-4.8
N#Cc1cc(-c2cccc(Cl)c2)c[nH]c1=O	-4.9	-7.3	-17.8	8.9	17.8	-1.7	-1.0	1.3	4.8
O=C(COn1nnc2ccc(C(F)(F)F)cc21)Nc1c(Cl)cccc1Cl	-3.2	1.9	-8.9	0.1	4.5	0.2	-6.8	0.2	-26.2
Cc1nnc(C)n1/N=C/c1cccs1	15.4	11.4	7.2	1.4	-3.5	-15.3	-2.6	0.3	-7.2
O=C(CCN1C(=O)C2C3CCC(C3)C2C1=O)Nc1ccc(Br)cc1 (stereo not given)	-4.2	-10.6	-11.1	2.2	18.9	-6.3	-6.4	1.4	-7.1
CN(c1nc2ccccc2nc1Cl)S(=O)(=O)c1ccccc1	-4.5	6.0	4.2	-0.2	-8.5	-17.5	-4.8	1.2	-21.4
NS(=O)(=O)c1ccc(NC(=O)c2ccc(CSc3ccccc3)o2)cc1	-4.1	0.3	-8.7	0.1	-15.3	-10.9	-0.6	2.9	4.7
CC(=O)c1c(O)c2ccccc2n(C(C)C)c1=O	-13.7	-1.6	4.6	5.5	0.8	-7.8	-2.1	0.6	-2.1
Cc1ccc(C(=O)Nc2ccc(S(=O)(=O)N3CCOCC3)cc2)cc1	13.8	-0.5	-1.7	11.9	-6.9	-3.0	-10.4	0.0	-12.3
CNC(=S)NC1CC2CCCC(C1)N2Cc1ccc(C)cc1 (stereo not given)	-8.8	26.1	7.1	1.4	-8.7	0.6	-14.9	0.2	-16.8
CCOC(=O)C1(Cc2cccc(F)c2)CCN(C(=O)Cn2cnnn2)CC1	-5.0	-11.4	-27.2	1.3	-3.5	-3.1	-2.3	0.8	-13.4
CCOc1cc2c(cc1O)C(=NOC)CC1C2CCC2(C)C(O)CCC12 (stereo not given)	-0.4	-7.9	15.3	1.3	-8.6	nt	2.3	1.1	nt
COc1ccc(-n2c(N)c(C(=O)NCc3cccnc3)sc2=S)cc1	-16.8	1.2	-2.6	10.0	22.9	-0.8	-6.2	0.3	8.1
CCCCc1cc2c(s1)CCCC/C2=N/O	-12.5	0.7	-5.7	15.1	30.1	-9.0	-13.8	0.8	-5.3
COC(=O)Nc1ccc(S(=O)(=O)NCc2ccccn2)cc1	-13.0	-20.2	-13.8	1.6	10.0	-19.9	-5.1	1.7	7.0
COC(=O)c1ccc(NC(=O)CSc2nnc(C)n2CC2CCCO2)cc1 (stereo not given)	-7.6	-8.9	-18.6	1.6	-2.3	0.2	-2.4	0.8	-13.8
CCc1nc2c(OCc3ccc4c(c3)OCO4)cccn2c1N(C=O)Cc1ccc(OC)cc1	13.1	2.8	-25.0	-1.7	-14.4	nt	-6.0	0.7	nt
CC(=O)Oc1ccc(N(C(C)=O)S(=O)(=O)c2cccs2)c2ccccc12	-9.2	-0.6	-8.6	-0.2	22.7	-1.2	-5.0	1.0	-6.4
O=C(NC1CCC(C(=O)O)CC1)OCc1ccccc1 (stereo not given)	-3.2&-6.8&9.7	-15.4&-5.2&14.3	-15.3&-10.3&3.2	1.2&1.7&9.5	18.3&10.9&-4.6	-6.3&1.1	-1.0&-1.3&-1.3	3.2&0.2&-0.2	4.8&0.8
Cc1cc(C(=O)NNC(=S)NC(C)c2ccccc2)c2ccccc2n1 (stereo not given)	4.5	6.6	-8.2	7.8	-4.7	-6.7	0.5	0.7	-20.7
Cc1ccc(Cl)cc1NC(=O)c1ccccc1OCC(=O)Nc1ccc(Cl)cc1	5.7	-1.0	-1.8	3.1	1.2	-4.9	-3.2	0.4	-2.6
O=C(Nc1nccs1)c1ccc(Cl)c(S(=O)(=O)N2CCOCC2)c1	-9.3	4.8	7.4	13.5	12.6	-9.1	-1.8	2.2	-21.0
COc1ccc(C(=O)O/N=C(\N)c2ccccc2)cc1OC	-1.4	-10.9	-1.6	0.3	3.5	-8.9	-5.1	1.5	-20.5
CN(c1ccccc1)S(=O)(=O)c1ccc(C(=O)NCC2CCCO2)cc1 (stereo not given)	-1.3	1.0	2.6	6.9	7.0	-11.9	-3.1	0.7	-1.1
NC(=O)c1ccc(NC(=O)COC(=O)c2ccc3c(c2)OCO3)cc1	-10.9	3.0	-8.1	6.1	-3.6	0.7	-3.4	0.2	-0.3
